High-throughput results deposited in PubChem BioAssay by University of Kansas High Throughput Screening Laboratory.
Pf apPOL block: Pf-apPOL DNA polymerase inhibition. inhibition, % at 10 µM. AID 1794808. hit rate 0.25% among 210,000. Recombinant Pf-apPOL, molecular beacon fluorescence, 1.5 h
mHTT-CaM PPI inh: mHTT-calmodulin interaction abrogation. AID 1671202. inhibition, % at 15 µM. hit rate 3.6% among 190,000. AlphaScreen His-mHTT/GST-CaM binding, luminescence;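 further: 0% = both proteins with DMSO and 100% = one protein alone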
Target sequence (P42858 whole entry, looked up, stated change not applied): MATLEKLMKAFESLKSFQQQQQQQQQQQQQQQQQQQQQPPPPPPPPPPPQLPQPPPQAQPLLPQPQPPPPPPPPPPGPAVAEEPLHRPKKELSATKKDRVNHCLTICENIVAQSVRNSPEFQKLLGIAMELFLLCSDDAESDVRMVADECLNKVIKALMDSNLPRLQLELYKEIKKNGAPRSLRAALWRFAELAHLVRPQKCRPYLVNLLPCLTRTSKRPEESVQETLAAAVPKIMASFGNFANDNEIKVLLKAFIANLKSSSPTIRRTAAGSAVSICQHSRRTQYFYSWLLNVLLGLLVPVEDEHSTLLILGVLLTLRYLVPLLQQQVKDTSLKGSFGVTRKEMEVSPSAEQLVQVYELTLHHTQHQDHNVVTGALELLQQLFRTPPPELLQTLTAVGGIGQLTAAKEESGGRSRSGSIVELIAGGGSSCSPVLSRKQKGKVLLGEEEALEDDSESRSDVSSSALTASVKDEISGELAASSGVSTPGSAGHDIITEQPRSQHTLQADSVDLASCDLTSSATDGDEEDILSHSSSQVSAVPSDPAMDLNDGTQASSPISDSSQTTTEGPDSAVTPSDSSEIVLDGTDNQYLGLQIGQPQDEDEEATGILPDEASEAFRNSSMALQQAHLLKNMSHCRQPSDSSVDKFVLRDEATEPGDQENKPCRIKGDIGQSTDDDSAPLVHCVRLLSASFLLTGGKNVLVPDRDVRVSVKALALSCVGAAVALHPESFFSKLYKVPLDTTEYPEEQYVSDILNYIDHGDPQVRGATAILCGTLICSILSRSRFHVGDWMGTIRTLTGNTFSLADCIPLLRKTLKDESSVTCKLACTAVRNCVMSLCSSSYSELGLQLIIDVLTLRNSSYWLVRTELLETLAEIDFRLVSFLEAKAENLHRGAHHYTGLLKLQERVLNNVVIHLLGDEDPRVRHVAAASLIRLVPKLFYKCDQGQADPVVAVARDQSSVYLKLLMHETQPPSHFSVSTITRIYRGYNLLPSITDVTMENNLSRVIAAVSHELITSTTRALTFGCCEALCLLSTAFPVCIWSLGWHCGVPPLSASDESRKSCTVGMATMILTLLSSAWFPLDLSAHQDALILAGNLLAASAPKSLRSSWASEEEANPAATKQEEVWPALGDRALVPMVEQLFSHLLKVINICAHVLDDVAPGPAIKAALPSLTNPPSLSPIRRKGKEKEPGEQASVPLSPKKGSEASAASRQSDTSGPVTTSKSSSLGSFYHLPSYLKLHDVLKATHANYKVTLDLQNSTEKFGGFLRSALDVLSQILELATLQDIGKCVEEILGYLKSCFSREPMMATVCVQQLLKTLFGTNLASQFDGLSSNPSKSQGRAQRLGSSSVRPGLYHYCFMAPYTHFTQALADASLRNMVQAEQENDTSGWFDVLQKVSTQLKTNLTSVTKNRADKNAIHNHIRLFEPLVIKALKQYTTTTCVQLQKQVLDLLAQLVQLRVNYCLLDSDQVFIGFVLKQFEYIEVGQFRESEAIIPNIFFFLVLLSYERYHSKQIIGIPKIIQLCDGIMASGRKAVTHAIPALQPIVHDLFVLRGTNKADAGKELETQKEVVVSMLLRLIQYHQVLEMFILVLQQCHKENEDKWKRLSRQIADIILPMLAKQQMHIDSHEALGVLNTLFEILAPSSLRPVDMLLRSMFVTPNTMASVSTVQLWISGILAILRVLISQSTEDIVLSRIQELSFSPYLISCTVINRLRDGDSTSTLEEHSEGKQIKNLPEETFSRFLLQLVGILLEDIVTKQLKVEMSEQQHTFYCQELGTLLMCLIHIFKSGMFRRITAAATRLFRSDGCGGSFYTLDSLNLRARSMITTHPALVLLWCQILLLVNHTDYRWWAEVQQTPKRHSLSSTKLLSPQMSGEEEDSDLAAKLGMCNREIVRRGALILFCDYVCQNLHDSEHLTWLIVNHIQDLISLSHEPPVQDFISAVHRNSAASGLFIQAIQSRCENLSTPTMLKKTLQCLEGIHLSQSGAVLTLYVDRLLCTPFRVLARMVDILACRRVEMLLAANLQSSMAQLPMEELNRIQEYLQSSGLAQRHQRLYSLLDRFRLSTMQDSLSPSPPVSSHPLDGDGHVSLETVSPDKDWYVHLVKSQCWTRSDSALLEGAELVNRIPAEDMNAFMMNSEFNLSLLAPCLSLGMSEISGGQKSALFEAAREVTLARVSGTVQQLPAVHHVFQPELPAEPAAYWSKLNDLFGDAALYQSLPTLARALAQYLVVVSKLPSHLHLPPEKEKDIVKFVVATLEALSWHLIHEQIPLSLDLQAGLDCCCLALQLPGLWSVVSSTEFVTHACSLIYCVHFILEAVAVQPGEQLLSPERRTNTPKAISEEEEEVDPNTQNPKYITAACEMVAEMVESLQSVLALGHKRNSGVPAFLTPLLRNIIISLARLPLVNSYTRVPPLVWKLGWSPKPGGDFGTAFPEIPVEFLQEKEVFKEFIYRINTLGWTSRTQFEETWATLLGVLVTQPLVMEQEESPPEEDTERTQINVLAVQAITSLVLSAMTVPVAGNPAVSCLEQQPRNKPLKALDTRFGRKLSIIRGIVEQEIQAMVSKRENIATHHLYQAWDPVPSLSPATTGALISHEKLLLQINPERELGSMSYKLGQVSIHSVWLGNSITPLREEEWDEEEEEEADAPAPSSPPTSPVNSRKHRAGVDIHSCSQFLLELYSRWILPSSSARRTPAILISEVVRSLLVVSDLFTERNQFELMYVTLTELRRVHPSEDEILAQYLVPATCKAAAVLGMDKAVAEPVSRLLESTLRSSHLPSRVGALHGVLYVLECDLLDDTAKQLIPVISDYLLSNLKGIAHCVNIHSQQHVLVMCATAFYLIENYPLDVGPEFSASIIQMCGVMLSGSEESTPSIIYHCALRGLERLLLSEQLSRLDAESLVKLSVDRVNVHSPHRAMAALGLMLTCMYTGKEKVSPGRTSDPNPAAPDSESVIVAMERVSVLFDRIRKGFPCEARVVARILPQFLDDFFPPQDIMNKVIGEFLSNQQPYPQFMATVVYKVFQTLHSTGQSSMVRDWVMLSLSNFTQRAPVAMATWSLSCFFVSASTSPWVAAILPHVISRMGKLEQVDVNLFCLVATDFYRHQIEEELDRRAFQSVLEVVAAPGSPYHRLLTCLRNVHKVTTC
Starred values were filed as active, the others as inactive; & = joins results of further samples. No stated cut-off is given here; in the data, active means inhibition above about 50%; inactive means the rest.

Start of the data: the first 3 records, ahead of the listing:
Cn1cccc(C(=O)N2CCC3(CC2)OCCN3S(=O)(=O)c2ccccc2)c1=O was read as Pf apPOL block -3.3 and mHTT-CaM PPI inh -18.0.
Screening CCCc1cc(=O)oc2cc(OCc3ccccc3F)ccc12 returned Pf apPOL block -2.8 and mHTT-CaM PPI inh -15.0.
`Nc1nonc1-c1noc(COc2ccc(Cl)cc2Br)n1` gave Pf apPOL block -2.3 and mHTT-CaM PPI inh 1.0.

All compounds of this part, previewed entries included:
Cn1cccc(C(=O)N2CCC3(CC2)OCCN3S(=O)(=O)c2ccccc2)c1=O was read as Pf apPOL block -3.3 and mHTT-CaM PPI inh -18.0.
Screening CCCc1cc(=O)oc2cc(OCc3ccccc3F)ccc12 returned Pf apPOL block -2.8 and mHTT-CaM PPI inh -15.0.
`Nc1nonc1-c1noc(COc2ccc(Cl)cc2Br)n1` gave Pf apPOL block -2.3 and mHTT-CaM PPI inh 1.0.
`COc1cccc(CNC(=O)C2CCn3c(nc4ccccc43)C2)c1` (stereo not drawn) gave Pf apPOL block 0.7 and mHTT-CaM PPI inh 0.0.
For Cc1nccn1CCNC(=O)C(=O)Nc1ccc2c(c1)N(C(=O)C(C)C)CCC2 the results were Pf apPOL block 8.3 and mHTT-CaM PPI inh -11.2.
For O=C(NCC1CC1)C1CCCN(c2cnc3nccnc3c2)C1 (stereo not drawn) the results were Pf apPOL block -2.5 and mHTT-CaM PPI inh -10.4.
`Cc1oc2cc3oc(=O)c4c(c3cc2c1C)CCC4` gave Pf apPOL block 58.3* and mHTT-CaM PPI inh -8.0.
O=c1nc2s/c(=C\c3cccc([N+](=O)[O-])c3)c(=O)n2nc1Cc1ccccc1 was read as Pf apPOL block -8.5 and mHTT-CaM PPI inh -1.0.
For Cc1ccccc1C1CCCN1C(=O)Nc1ccc(F)cc1F (stereo not drawn) the results were Pf apPOL block 3.6 and mHTT-CaM PPI inh -14.8.
For O=C1OC(c2ccc(Br)cc2)=N/C1=C\c1cccc(F)c1 the results were Pf apPOL block -3.9 and mHTT-CaM PPI inh -1.0.

Reprinted from the part before: four compounds; new compounds follow.
`Cc1oc2cc3oc(=O)c4c(c3cc2c1C)CCC4` gave Pf apPOL block 58.3* and mHTT-CaM PPI inh -8.0.
O=c1nc2s/c(=C\c3cccc([N+](=O)[O-])c3)c(=O)n2nc1Cc1ccccc1 was read as Pf apPOL block -8.5 and mHTT-CaM PPI inh -1.0.
For Cc1ccccc1C1CCCN1C(=O)Nc1ccc(F)cc1F (stereo not drawn) the results were Pf apPOL block 3.6 and mHTT-CaM PPI inh -14.8.
For O=C1OC(c2ccc(Br)cc2)=N/C1=C\c1cccc(F)c1 the results were Pf apPOL block -3.9 and mHTT-CaM PPI inh -1.0.
For O=C(NCc1csc(C2CCN(C(=O)C3(c4ccccc4)CC3)CC2)n1)C1CCC1 the results were Pf apPOL block -3.9 and mHTT-CaM PPI inh 8.1.
`Fc1ccc(N2CCN(c3ncnc4c3cnn4-c3ccccc3)CC2)cc1` gave Pf apPOL block -3.8 and mHTT-CaM PPI inh -10.8.
CC1CCCCC1NC(=O)C1CCN(S(=O)(=O)N2CCCCC2)CC1 (stereo not drawn) was read as Pf apPOL block -12.9 and mHTT-CaM PPI inh 4.0.
O=C(c1ccc2nsnc2c1)N1CCN(Cc2nc(-c3ccc(F)cc3)cs2)CC1 was read as Pf apPOL block -14.3 and mHTT-CaM PPI inh -5.8.
For Cc1c(C2CCN(C(=O)c3ccc(C(C)(C)C)cc3)CC2)noc1N the results were Pf apPOL block -2.9 and mHTT-CaM PPI inh 14.1.
For O=C(Cn1cnc(-c2cccs2)cc1=O)Nc1nccs1 the results were Pf apPOL block 0.5 and mHTT-CaM PPI inh -4.5.
`O=C(c1ccc(Cl)cc1)N1CCCC2(CC(c3ccncc3)=CO2)C1` (stereo not drawn) gave Pf apPOL block -9.6 and mHTT-CaM PPI inh 2.6.
Screening CC(C)Cn1c(-c2cccc(C(=O)N3CCCCC3)c2)nc2cccnc21 returned Pf apPOL block -8.0 and mHTT-CaM PPI inh 8.1.
Screening O=C(NCc1cccs1)c1ccc(N2CCCCS2(=O)=O)cc1 returned Pf apPOL block 9.4 and mHTT-CaM PPI inh 8.5.
`Cn1nccc1C(=O)N1CCCC1c1ccccc1Cl` (stereo not drawn) gave Pf apPOL block 1.5 and mHTT-CaM PPI inh -3.0.
CC1(C)NC(=O)N(CN2C(=O)NC(C)(C)C2=O)C1=O was read as Pf apPOL block -0.3 and mHTT-CaM PPI inh 3.0.
For CN1CCc2c(sc3c2C(=O)NC(/C=C/c2ccc4c(c2)OCO4)N3)C1 (stereo not drawn) the results were Pf apPOL block -4.0 and mHTT-CaM PPI inh 42.0.
Cc1ccccc1C1CCCN1C(=O)Cc1cccc(Cl)c1 (stereo not drawn) was read as Pf apPOL block -4.1 and mHTT-CaM PPI inh 6.7.
Screening O=C(C1=C(O)C(=O)N(CCN2CCOCC2)C1c1cccs1)c1cccs1 (stereo not drawn) returned Pf apPOL block -2.5 and mHTT-CaM PPI inh 1.6&-1.2.
For Cc1ccc(S(=O)(=O)N(C)c2ccc([N+](=O)[O-])cc2)cc1 the results were Pf apPOL block -4.1 and mHTT-CaM PPI inh -5.4.
`Cc1ccc(-c2cc(C(=O)N(C)CC(=O)NC3CCCCC3)no2)cc1` gave Pf apPOL block -5.7 and mHTT-CaM PPI inh -5.0.
`CCC1(C)CC(CCNCc2ccc(OC)c(OC)c2)(c2ccccc2OC)CCO1` (stereo not drawn) gave Pf apPOL block -11.2 and mHTT-CaM PPI inh 12.0.
Screening O=C(O)/C=C\C(=O)Nc1ccc(Oc2cccc(Oc3ccc(NC(=O)/C=C\C(=O)O)cc3)c2)cc1 returned Pf apPOL block 4.6.
For Cc1ccc(C(=O)N2CCCC(COc3ccc(C(=O)NC4CC4)cc3)C2)cc1 (stereo not drawn) the results were Pf apPOL block -1.1 and mHTT-CaM PPI inh 8.3.
Screening CCOc1ccc(-c2cn(-c3ccc(OCC)cc3)c(=O)[nH]2)cc1 returned Pf apPOL block 2.2 and mHTT-CaM PPI inh 24.0.
COc1cc(/C=C2\Sc3ccccc3C2=O)cc(Br)c1O was read as Pf apPOL block -2.1 and mHTT-CaM PPI inh 59.0*.
Screening CN1CCC(N2CCN(C3CN(Cc4cn(Cc5ccc(F)cc5)nn4)S(=O)(=O)C3)CC2)CC1 (stereo not drawn) returned Pf apPOL block 0.4 and mHTT-CaM PPI inh 2.9.
Nc1nonc1-c1noc(Cn2nnc3ccccc32)n1 was read as Pf apPOL block 1.4 and mHTT-CaM PPI inh 4.0.
For COc1ccccc1CCN1C(=O)CCC1(C)C(=O)NCc1ccccc1 (stereo not drawn) the results were Pf apPOL block -2.8 and mHTT-CaM PPI inh -4.9.
For O=C1OC(c2ccco2)=N/C1=C/c1ccc([N+](=O)[O-])cc1 the results were Pf apPOL block 1.4 and mHTT-CaM PPI inh -4.0.
For CCOc1ccc(N2CCn3c(SCc4cccnc4)nnc32)cc1 the results were Pf apPOL block -4.0 and mHTT-CaM PPI inh -12.9.
For COc1ccccc1CN1CC(C(=O)N2CCN(c3ccccc3F)CC2)CC1=O (stereo not drawn) the results were Pf apPOL block -4.9 and mHTT-CaM PPI inh 11.6.
N#Cc1c(-c2ccccc2)cc(-c2ccccc2)nc1SCC(=O)O was read as Pf apPOL block -5.6 and mHTT-CaM PPI inh 4.8.
Screening Cc1ccccc1Oc1nccnc1N1CCCC(C(=O)Nc2cccc(Cl)c2)C1 (stereo not drawn) returned Pf apPOL block -5.7 and mHTT-CaM PPI inh -9.2.
`COc1cc(C(F)(F)F)nc2ccc(C#CCOC(=O)c3cccs3)cc12` gave Pf apPOL block -0.7.
`COc1cccc(CNC(=O)C2(C)CCCN(S(=O)(=O)c3cccs3)C2)c1` (stereo not drawn) gave Pf apPOL block -6.1 and mHTT-CaM PPI inh -2.1.
For O=[N+]([O-])c1cccc(CONc2ncnc3nonc23)c1 the results were Pf apPOL block -6.5 and mHTT-CaM PPI inh 0.5.
For CCCCOc1ccc(C(=O)N2CCN(Cc3c(C)noc3C)CC2)cc1 the results were Pf apPOL block -14.3 and mHTT-CaM PPI inh 12.0.
`COc1cc(OC)cc(C(=O)Nc2ccc3c(c2)OCO3)c1` gave Pf apPOL block -4.7 and mHTT-CaM PPI inh 7.8.
`COc1cccc(CNC(=O)c2c(C)noc2-c2cccnc2)c1` gave Pf apPOL block -0.9 and mHTT-CaM PPI inh -7.0.
O=C(c1cccc(Cl)c1)N1CCC(N2CCCCCC2)CC1 was read as Pf apPOL block -2.6 and mHTT-CaM PPI inh 3.1.
COc1ccc(OC)c(NC(=O)c2cn3c(n2)CSCC3)c1 was read as Pf apPOL block -1.4 and mHTT-CaM PPI inh 32.9.
Screening O=C(CCc1ccc2nc[nH]c2c1)Nc1cccc(F)c1 returned Pf apPOL block -3.2 and mHTT-CaM PPI inh -2.6.
For Cc1ccccc1-n1nc(C)c2c1CC(C)(C)CC2=O the results were Pf apPOL block -6.4 and mHTT-CaM PPI inh -1.0.
For O=C(c1ccc(Cl)cc1)C(Oc1ccc(Cl)cc1)n1cncn1 (stereo not drawn) the results were Pf apPOL block 5.0 and mHTT-CaM PPI inh -7.0.
COc1ccc(S(=O)(=O)N(CC(=O)NCc2ccccn2)c2ccc(C)cc2)cc1 was read as Pf apPOL block -2.7&-9.6 and mHTT-CaM PPI inh 30.0&22.1.
For O=C1OC(c2ccccc2Cl)=N/C1=C/c1cccc([N+](=O)[O-])c1 the results were Pf apPOL block -4.2 and mHTT-CaM PPI inh -2.0.
CC(=O)C1=C(O)C(=O)N(CCCO)C1c1cccc([N+](=O)[O-])c1 (stereo not drawn) was read as Pf apPOL block -2.1 and mHTT-CaM PPI inh 0.5.
Screening COc1ccc(N=Cc2cc([N+](=O)[O-])cc(Br)c2O)cc1OC returned Pf apPOL block -2.7 and mHTT-CaM PPI inh 1.0.
`Cn1c(N2CCCC(C(=O)Nc3cccc(C#N)c3)C2)cc(=O)n(C)c1=O` (stereo not drawn) gave Pf apPOL block -5.8 and mHTT-CaM PPI inh -9.6.
For O=C(Nc1ccc(N2CCOCC2)cc1)c1ccc(Br)cc1 the results were Pf apPOL block 4.0 and mHTT-CaM PPI inh 0.8.
Screening Cc1ccc(NC(=O)N2CCC(n3cnc4c(C)cccc4c3=O)CC2)c(C)c1 returned Pf apPOL block 0.0 and mHTT-CaM PPI inh 0.5.
Screening CCCn1cc(C2=CCN(S(=O)(=O)c3cc(F)ccc3F)CC2)c2cccnc21 returned Pf apPOL block -0.3 and mHTT-CaM PPI inh 22.0.
For CCc1nc(-c2c(C)cc(C)nc2NC(=O)c2ccc(C)cc2)no1 the results were Pf apPOL block -3.2 and mHTT-CaM PPI inh 0.0.
Cc1ccc(Nc2nccc(C3CCCN(C(=O)c4ccco4)C3)n2)cc1 (stereo not drawn) was read as Pf apPOL block -4.6 and mHTT-CaM PPI inh 86.8*.
Screening N#Cc1cccc(N=c2oc3ccc(Br)cc3cc2C(N)=O)c1 returned Pf apPOL block 2.7 and mHTT-CaM PPI inh -8.0.
For COc1cc(OC)c(-c2c(C#N)c(N)n3c(nc4ccccc43)c2C#N)cc1OC the results were Pf apPOL block 4.9 and mHTT-CaM PPI inh 19.0.
Cc1cc(C)n(C(=O)c2ccccc2F)n1 was read as Pf apPOL block -5.6 and mHTT-CaM PPI inh 2.0.
C=CCN1C(=O)C(C)(C)COc2cc(NC(=O)C34CC5CC(CC(C5)C3)C4)ccc21 was read as Pf apPOL block -2.7 and mHTT-CaM PPI inh 3.4.
For CC1CCc2c(sc(NC(=O)CCCn3cnc([N+](=O)[O-])n3)c2C(N)=O)C1 (stereo not drawn) the results were Pf apPOL block -15.4 and mHTT-CaM PPI inh -2.0.
`COc1ccc(CCNC(=O)CSc2nc(-c3ccccc3Cl)ns2)cc1OC` gave Pf apPOL block -2.8 and mHTT-CaM PPI inh 1.7.
`COc1ccccc1CNC1=NCCCNC12CCCCC2` gave Pf apPOL block 3.1 and mHTT-CaM PPI inh -4.1.
CCCCC(=O)NC(c1ccc(N(C)C)cc1)c1ccc2cccnc2c1O (stereo not drawn) was read as Pf apPOL block 0.8 and mHTT-CaM PPI inh 100.0*.
CCOc1ccccc1C1C(C(=O)Nc2ccccc2OC)=C(C)Nc2nnnn21 (stereo not drawn) was read as Pf apPOL block -5.3 and mHTT-CaM PPI inh -1.0.
CCOC(=O)c1cnn(-c2c(Cl)cc(Cl)cc2Cl)c1-c1ccccc1 was read as Pf apPOL block 0.2.
Screening CC(Cc1ncn(-c2cc(C)on2)n1)=NOC(=O)Nc1ccc(Cl)cc1 returned Pf apPOL block -4.9.
`Cc1ccc(NC(=O)c2ccc(-c3cncnc3)nc2)cc1` gave Pf apPOL block -3.0 and mHTT-CaM PPI inh 2.0.
`CN(CCO)CCCCOc1ccc2c(c1)C(=O)c1cc(OCCCCN(C)CCO)ccc1-2` gave Pf apPOL block -1.0 and mHTT-CaM PPI inh 60.0*.
For O=C(NCCC1CCN(C(=O)Nc2ccccc2)CC1)C1CCCC1 the results were Pf apPOL block -2.5 and mHTT-CaM PPI inh -6.2.
`CCCC(=O)Nc1cc(F)c2nc(N3CCCCC3)ccc2c1` gave Pf apPOL block -5.8 and mHTT-CaM PPI inh -7.4.
Screening CC1(C)Oc2ccc(Br)cc2C2CC(c3cccs3)=NN21 (stereo not drawn) returned Pf apPOL block -3.3 and mHTT-CaM PPI inh 59.0*.
Screening CNC(=O)N1CCCC(c2cccc(C(=O)NCc3ccc(N(C)C)cc3)c2)C1 (stereo not drawn) returned Pf apPOL block -4.7 and mHTT-CaM PPI inh 6.5.
Screening Cn1c(=O)c2nc3ccc(N)cc3nc2n(C)c1=O returned Pf apPOL block -0.8 and mHTT-CaM PPI inh 2.9.
`O=[N+]([O-])c1cc(C(F)(F)F)ccc1Sc1cccs1` gave Pf apPOL block -2.9.
`c1nnn(C23CC4CC(CC(C4)C2)C3)n1` gave Pf apPOL block -1.0 and mHTT-CaM PPI inh 0.3.
